# HGIII-sPLA2 inh: Inhibits HGIII-sPLA2 liposome hydrolysis, primary screen. AID 743126. hit rate 0.56% among 370,000. Q9NZ20. inhibition, % at 12.2 µM. QFRET BODIPY PC-A2 liposome hydrolysis, fluorescence;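 active = inhibition above mean plus 3 SD of compounds lying within the high and low control bounds, cut at about 19% in these data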;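 also: 0% = median of test compound wells and 100% = no enzyme DMSO wells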
# GAA850 FXN act: activators of GAA850 frataxin (FXN) promoter | HEK293 lucGAA850 FXN promoter luciferase reporter, 24 h; percent of 10 µM SAHA response | activation, % at 6 µM | hit rate 0.56% among 360,000;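 active = activation above the average of all compounds screened plus 3 SD, cutoff fixed separately per campaign, cut at about 7.5% in these data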;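 also: 0% = DMSO wells and 100% = 10 µM SAHA wells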
# ADAM17 inh: ADAM17 inhibition, QFRET primary screen; P78536; recombinant ADAM17, EDANS/DABCYL FRET peptide cleavage; inhibition, % at 6.95 µM; hit rate 0.83% among 370,000; AID 720648;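 active = inhibition above the mean of compounds lying between control limits plus 3 SD, set per campaign, cut at about 8.5% in these data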;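 also: 0% = DMSO-only wells as the low control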
# PLC-gamma1 inh: inhibitors of human phospholipase C gamma1 | purified PLC-gamma1, fluorogenic substrate, fluorescence | inhibition, % at 12.2 µM | hit rate 0.84% among 370,000 | AID 720700; in the data active = inhibition above about 9.5%
# hgDAF-12 ag: hgDAF-12 agonism, primary luciferase screen. AID 687014. hit rate 1.8% among 370,000. activation, % at 6.8 µM. HEK293 GAL4-hgDAF12 UAS-luciferase reporter, agonist luminescence; normalized to butyrate control;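 active = activation above a cutoff set at the mean of all screened compounds plus 3 SD, cut at about 10% in these data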;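 also: 0% = DMSO wells and 100% = sodium butyrate wells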
# ssDAF-12 act: activates DAF-12 receptor from parasite S. stercoralis | HEK293 ssDAF-12/GRIP1 lit1-tk-luc reporter, luminescence; % of 3 µM dafachronic acid response | activation, % at 6.8 µM | hit rate 1% among 370,000;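 active = activation above the mean over all tested compounds plus 3 SD, cut at about 0.9% in these data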;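 also: 0% = DMSO-only wells and 100% = 3 µM delta7-dafachronic acid wells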
# DAX1 inh-1: NR0B1 (DAX1) inhibition; hit rate 0.99% among 340,000; P51843; HEK293 Gal4-DAX1 luciferase reporter, luminescence; AID 504766; inhibition, % at 6.75 µM;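 active = inhibition above the mean over all tested compounds plus 3 SD, cut at about 4.2% in these data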;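 also: 0% = DAX1-transfected cells with DMSO and 100% = empty-vector control cells with DMSO; inhibition shows as a rise in luminescence from relieved DAX1 repression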
# hcDAF12 agonist: activates DAF-12 receptor from parasite H. contortus. HEK293 hcDAF-12 lit1-tk-luc reporter, luminescence; 0% DMSO, 100% Δ7-dafachronic acid. activation, % at 6.8 µM. hit rate 1.4% among 370,000;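 active = activation above the mean of all tested compounds plus 3 SD, cut at about 5.5% in these data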;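 also: 100% = response to 3 µM Δ7-dafachronic acid high control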
# PLCb3 inh: PLC-beta3 (human) inhibition, primary screen; Q01970; Purified PLC-beta3, fluorogenic substrate, fluorescence; inhibition, % at 12.2 µM; hit rate 0.18% among 370,000; in the data active = inhibition above about 11%;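 also: 0% = median of compound wells on plate and 100% = full blocker control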
# Target sequence (Q01970 whole entry, looked up): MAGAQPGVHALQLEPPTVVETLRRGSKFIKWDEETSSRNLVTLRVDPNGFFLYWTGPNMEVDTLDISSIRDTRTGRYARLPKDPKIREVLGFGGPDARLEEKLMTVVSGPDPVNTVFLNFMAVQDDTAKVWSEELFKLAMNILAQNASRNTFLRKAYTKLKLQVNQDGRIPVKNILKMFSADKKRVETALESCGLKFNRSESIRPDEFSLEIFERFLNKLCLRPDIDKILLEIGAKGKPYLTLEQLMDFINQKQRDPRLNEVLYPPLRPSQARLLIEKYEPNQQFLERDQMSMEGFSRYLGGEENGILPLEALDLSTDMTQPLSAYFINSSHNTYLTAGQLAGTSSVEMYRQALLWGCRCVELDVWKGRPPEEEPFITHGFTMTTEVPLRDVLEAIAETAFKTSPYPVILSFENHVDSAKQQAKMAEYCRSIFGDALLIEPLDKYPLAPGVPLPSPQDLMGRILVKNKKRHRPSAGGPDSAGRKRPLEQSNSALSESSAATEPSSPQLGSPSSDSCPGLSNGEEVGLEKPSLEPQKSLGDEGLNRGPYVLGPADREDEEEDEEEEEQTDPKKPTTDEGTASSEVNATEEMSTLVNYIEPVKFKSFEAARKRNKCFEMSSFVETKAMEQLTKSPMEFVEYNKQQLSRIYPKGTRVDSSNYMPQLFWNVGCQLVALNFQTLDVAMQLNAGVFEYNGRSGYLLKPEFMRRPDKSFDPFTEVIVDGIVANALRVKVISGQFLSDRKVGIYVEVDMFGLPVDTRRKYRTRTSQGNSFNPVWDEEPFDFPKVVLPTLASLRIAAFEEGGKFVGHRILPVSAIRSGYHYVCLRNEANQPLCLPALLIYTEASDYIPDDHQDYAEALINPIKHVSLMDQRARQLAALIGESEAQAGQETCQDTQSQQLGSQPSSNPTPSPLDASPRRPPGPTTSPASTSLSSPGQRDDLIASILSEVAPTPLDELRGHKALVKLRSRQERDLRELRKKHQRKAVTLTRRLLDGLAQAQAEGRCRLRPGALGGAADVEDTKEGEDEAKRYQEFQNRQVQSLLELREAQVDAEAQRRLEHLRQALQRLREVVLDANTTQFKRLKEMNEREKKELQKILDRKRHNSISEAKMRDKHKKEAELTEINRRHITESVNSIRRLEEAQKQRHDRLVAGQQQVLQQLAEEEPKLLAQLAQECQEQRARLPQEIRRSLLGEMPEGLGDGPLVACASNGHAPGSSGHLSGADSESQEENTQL
# ADAM10 inh: ADAM10 inhibition, QFRET primary screen; recombinant ADAM10, EDANS/DABCYL FRET peptide cleavage, 3 h; inhibition, % at 7 µM; hit rate 0.62% among 370,000;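 active = inhibition above a per-campaign cutoff equal to the mean of compounds falling between control-based bounds plus 3 SD, cut at about 20% in these data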;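 also: 0% = DMSO wells while the 100% control is not disclosed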
# DAX1 inh-2: DAX1 (NR0B1) inhibition, primary screen; HEK293T StAR-luciferase reporter, SF-1/DAX-1 repression relief; inhibition, % at 6.8 µM; hit rate 1.1% among 370,000; AID 652010;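 active = inhibition above the mean over all tested compounds plus 3 SD, cut at about 3.6% in these data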;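 also: 0% = DAX-1 cells with DMSO and 100% = cells lacking DAX-1 with DMSO; higher inhibition means more luminescence from relief of DAX-1 repression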
# Starred values were filed as active, the others as inactive; i = inactive; / = no result given.
SMILES,HGIII-sPLA2 inh,GAA850 FXN act,ADAM17 inh,PLC-gamma1 inh,hgDAF-12 ag,ssDAF-12 act,DAX1 inh-1,hcDAF12 agonist,PLCb3 inh,ADAM10 inh,DAX1 inh-2
Cc1ccc(S(=O)(=O)N(CC(=O)NN=C2CCN(C)CC2)c2ccc(F)cc2)cc1,-3,2.2,1,1,-0.6,-1.9,/,-0.5,-1,-4,1.0
CCc1ccc(/C=C2\SC(N3CCOCC3)=NC2=O)cc1,-5,3.6,5,3,0.6,-1.3,-0.7,-1.2,8,6,-0.2
Cc1nc2ccccc2n1CC(=O)NC1CCCC1,13,0.5,-6,9,-4.1,-2.3,-0.9,-2.3,2,2,-0.7
COc1ccc(C2NN=C(c3ccc(C)cc3)S2)cc1OC (centres undefined),4,4.4,-67,-65,18*,0.2,3.9,3.2,-87,-246,3.1
COC(=O)c1c(NC(=O)C(=O)NCCCN2CCOCC2)sc2c1CCCC2,-2,0.9,2,-5,2.2,-0.6,1.0,1.3,-11,3,0.0
CCN1CCN(c2ccc(S(=O)(=O)N3CCOCC3)cc2NC(=O)c2ccc(C)c(C)c2)CC1,2,1.6,-1,-5,0.3,-0.8,-0.4,-0.5,-4,-9,1.4
CC(C)Oc1ccc(CCC(=O)N/N=C/c2ccncc2)cc1,2,2.7,-3,-2,-0.5,-1.2,/,0.5,-11,-8,0.0
CC(C)C(=O)N(c1ccc2oc(=O)sc2c1)S(=O)(=O)c1ccccc1,-14,3.4,-5,2,-2.1,-1.3,0.3,-0.3,3,1,-0.3
N#C/C(=C1/CCCN1)c1ccccn1,5,0.8,0,-1,1.1,-1.7,0.1,-2.1,2,-6,-1.0
CSCCC(NS(=O)(=O)c1ccc(C)cc1)C(=O)N(C)CC(=O)Nc1ccccc1Br (centres undefined),-6,-1.6,-3,-9,-3.1,-1.9,1.3,-0.4,-3,-5,-0.7
COC(=O)c1ccc(OC(=O)CS(=O)c2ccccc2[N+](=O)[O-])cc1 (centres undefined),-3,1.4,-3,0,1.1,0.8,0.4,1.7,-2,-4,-0.3
COc1cc([N+](=O)[O-])ccc1NC(=O)CN1CCN(C(=O)c2ccco2)CC1,2,1.3,-3,1,-2.4,-1.9,-0.8,-0.6,-7,1,-1.4
CCC(C)c1ccc(NC(=O)NCCN2CCCCC2)cc1 (centres undefined),-13,-0.4,3,4,-1.4,-0.8,0.9,-0.7,-3,1,0.3
Cc1cc(C)cc(C(=O)NCCC(=O)NCc2cc(=O)n(C)c(=O)n2C)c1,5,-0.1,1,2,0.6,-1.1,1.0,2.4,-7,10,0.1
C=CC[C@H](CC(=O)NCCO)C(=O)N[C@@H](COC(=O)[C@H](CC=C)CC(=O)OC(C)(C)C)Cc1ccccc1,-5,-2.2,-1,0,2.1,-0.2,1.4,0.7,4,-2,0.0
CCNC(=O)C1CCCN(C(=O)c2ccc(OC)c(OC)c2)CC1 (centres undefined),9,-0.9,-1,3,-3.5,-1.0,/,0.5,-2,-2,-0.6
O=C(NCCc1c[nH]c2ccccc12)/C(=C/c1ccco1)NC(=O)c1ccco1,-3,0.4,2,2,0.5,-1.2,0.3,1.0,2,4,-0.3
CC1CCN(C(=O)c2cc3nc(C4CC4)cc(C(F)(F)F)n3n2)CC1,1,0.2,-5,-8,-2.0,-1.0,-1.8,-1.4,-16,-6,-0.7
CC1=CCC(C(=O)O)C(C(=O)Nc2ccc(-c3nc4ccc(C)cc4s3)cc2)C1 (centres undefined),-21,0.3,i,-133,13*,1.9*,0.1,6.7*,-191,i,6.1*
O=C(Nc1ccc2nc(-c3cccnc3)[nH]c2c1)C1CCCCC1,-1,0.1,-24,-39,2.2,-1.8,-1.1,0.0,-51,-57,0.8
NS(=O)(=O)c1ccc(NC(=O)CN2CCN(Cc3ccccc3)CC2)cc1,3,-1.4,-7,0,0.0,-0.5,-0.2,-1.8,-1,-5,-0.8
COC(=O)c1ccc(NC(=O)COc2ccc(S(=O)(=O)NC(C)C)cc2)cc1,2,0.9,1,6,-1.2,-2.3,-0.7,-1.9,5,2,0.1
Cc1ccc2[nH]c(=O)c(CN(CCc3ccccc3)Cc3nnnn3CC3CCCO3)cc2c1 (centres undefined),3,1.7,-62,-79,-1.4,-0.5,1.0,0.2,-79,-141,0.5
CCOC(=O)N1CCN(c2ccc(O)cc2)CC1,0,0.1,-4,-4,-4.2,-1.4,-1.8,-2.1,0,-2,-2.0
O=C(CSc1ccc(-c2ccccc2)nn1)c1cccs1,-28,1.7,-5,-19,12*,-1.1,0.5,0.6,-7,3,1.3
COC(=O)c1ccsc1NC(=O)c1cccc(OC)c1,-1,0.0,-8,-58,0.7,-1.6,-1.0,4.0,-81,-7,-1.6
O=S(=O)(c1ccc(S(=O)(=O)N2CCN(C3CCCCC3)CC2)cc1)N1CCCCCC1,5,-0.5,-5,-2,-0.2,-0.2,0.7,-0.8,-1,3,0.7
Cc1cc(CNCCN(C)C)c(C)n1-c1cc(S(=O)(=O)N2CCOCC2)ccc1N1CCCC1,8,-2.5,-5,-3,-0.6,-1.2,-0.3,-1.3,-27,-14,-0.5
CCNc1ccccc(-c2ccc3ccccc3n2)c1=O,-6,0.3,-4,-20,7.7,-0.1,2.0,4.6,-13,-15,0.4
Cc1cccc(-n2nc3c(c2NC(=O)CCC2CCCCC2)CS(=O)C3)c1C (centres undefined),3,1.0,0,5,-0.8,-1.9,0.1,-1.3,5,5,-1.2
CN1C(=O)C(CC(=O)Nc2ccccc2F)N(NC(=O)c2ccc(Br)cc2)C1=S (centres undefined),-65,-2.9,-1,0,2.6,-1.3,0.8,-2.1,-2,3,-0.6
O=C(NC(=S)N1CCCc2ccccc21)c1ccccc1,4,4.9,-8,-32,7.6,0.8,1.1,8.3*,-47,-31,0.5
COc1ccc(NC(=O)COc2ccc(/C=C/c3cccc[n+]3C)cc2OC)cc1,0,-0.3,-6,-226,2.5,-1.2,0.5,0.7,-295,-15,0.3
Clc1ccc(CN2C3=NCCCN3c3ccccc32)c(Cl)c1,-2,-1.3,-4,4,-5.5,-1.4,-0.8,-0.6,0,10,0.2
COc1ccccc1C(=O)NCCC(=O)NCCCSc1ccccc1,-6,0.5,-7,1,-2.3,-0.8,-0.1,-1.4,-6,2,1.6
COC(=O)C1=C(C)NC(=O)NC1/C=C/c1ccccc1 (centres undefined),0,-2.1,-2,1,-1.8,-0.7,-0.1,0.4,0,-8,-0.8
O=c1[nH]c2cccnc2n1-c1ccc([N+](=O)[O-])cc1,-2,2.6,0,-1,-1.8,-0.6,1.2,2.4,-4,7,0.0
CN(C)S(=O)(=O)c1cccc(-c2nn(-c3ccccc3)cc2/C=C(/C#N)C(=O)NCc2ccco2)c1,8,1.6,-2,0,-0.2,-0.5,0.7,0.4,1,-9,-0.5
CC(=O)Nc1ccc(S(=O)(=O)N(C#N)c2nc(N(C)C)nc(N(C)C)n2)cc1,5,0.8,3,4,-1.0,-1.1,4.2,1.2,-3,-1,0.5
CSc1ncc(CN2CCC(C(=O)Nc3cccc(-c4cscn4)c3)CC2)cn1,3,-0.3,3,-1,-1.6,-1.0,-0.1,-2.3,-8,1,-2.1
Cc1ccc(/C=C2/SC(=S)N(CCC(=O)N3CCOCC3)C2=O)cc1,6,0.2,-4,0,-1.3,-1.2,-0.5,-0.7,-4,0,-0.1
CN1CCN(CC/C=C2/c3ccccc3Sc3ccc(S(=O)(=O)N(C)C)cc32)CC1,5,3.4,-55,-21,2.2,-0.9,-0.5,-0.6,-30,-150,0.3
COc1ccc(C(C)=O)cc1COC(=O)[C@H](Cc1ccccc1)NC(=O)c1ccco1,1,-0.3,-1,3,1.2,-0.7,0.5,-1.1,4,-12,-0.1
Cc1ccc(S(=O)(=O)N2CCN(Cc3nc4ccccc4n3C)CC2)cc1,-13,-0.2,-1,-4,1.2,-0.4,-0.2,-0.9,-3,-7,0.2
Brc1ccc2ncnc(NCc3ccco3)c2c1,-2,-3.6,-4,-4,-2.5,-1.8,-1.7,-2.4,-2,-11,-2.7
NC(=O)CC(NC(=O)Cc1ccc(Br)cc1)c1ccc(N2CCC(Br)CC2)c([N+](=O)[O-])c1 (centres undefined),3,0.5,-3,1,-3.0,-0.5,2.9,-1.4,2,-7,-0.2
COc1ccc(C(=O)N2CCCC(Nc3ccc(F)cc3)C2)cc1F (centres undefined),12,2.9,-6,3,-1.4,-1.2,1.3,-1.7,-11,-14,-0.1
Cc1cccc(COc2ccccc2C(=O)N(C)CC(=O)Nc2cccc(F)c2)c1,-24,-1.1,11*,7,-2.6,-0.3,0.0,0.4,-1,23*,-0.5
Cc1ccc(S(=O)(=O)CC(=O)c2ccc(C(C)(C)C)cc2)cc1,-10,0.4,-2,-1,0.7,-1.6,1.4,-0.7,3,-7,0.0
CCOC(=O)c1c(C)[nH]c(C(=O)COC(=O)c2cnccn2)c1C,5,3.6,-4,-5,-2.5,-1.2,-0.3,-1.9,-12,-12,-1.2
COc1ccc(F)cc1Cn1nc(C(=O)O)c2ccccc2c1=O,6,1.1,3,12*,2.1,-0.3,-0.4,-0.6,1,6,0.3
O=C(NC1CCCCC1)C(c1ccncc1)N(C(=O)c1csnn1)c1ccccc1F (centres undefined),11,-0.6,-6,-3,0.2,-1.4,-1.2,-1.5,-7,6,0.0
CCOC(=O)C1=C(CN2CCC(C)CC2)NC(=O)NC1c1ccc(Cl)cc1 (centres undefined),-4,1.3,0,2,-1.9,-0.7,-0.3,-2.5,1,7,0.0
Cc1ccc(NC(=O)COc2ccccc2)c(NC(=O)c2ccco2)c1,2,-0.6,-2,5,1.1,-1.0,0.6,-0.9,-3,-5,-2.0
O=C(Nc1ccc(Cc2ccncc2)cc1)c1cccc([N+](=O)[O-])c1,-5,0.6,3,4,6.0,-1.9,-1.1,-1.8,1,8,-2.1
CCCn1c2ccccc2c2nnc(SCC(=O)Nc3nnc(CC(=O)OCC)s3)nc21,-18,-1.2,1,9,0.4,-0.9,0.0,-0.4,0,3,-0.4
CCCNC(=O)C(=O)N/N=C/c1ccc(OCc2ccccc2)cc1,2,1.6,2,1,4.5,-1.2,-1.6,1.1,7,-2,-0.6
COc1ccccc1NC(=S)NCCc1c[nH]c2ccccc12,-2,-2.2,1,0,0.1,0.3,-0.6,2.9,-3,3,-0.1
COc1ccc(-n2c(SCC(=O)Nc3ccc(Oc4ccccc4)cc3)nnc2-c2cccnc2)cc1,10,/,-3,2,1.8,-2.1,/,-2.4,-3,-5,-1.0

# Source: PubChem BioAssay (The Scripps Research Institute Molecular Screening Center)

# Rows were taken by chance; overall some 6.9% were active at least once.
